Screens (PubChem BioAssay)
Lipid storage S3: qHTS Assay for Lipid Storage Modulators in Drosophila S3 Cells; Drosophila S3 cells, BODIPY lipid droplet fluorescence, 18-24 h; cells fed with added oleic acid; Potency in µM for hits, for the others lipid storage change, negative = inhibition, % at the top dose, mostly 46.1 µM; hit rate 0.64% among 320,000; AID 2685; active = well fitted inhibition curve with a large enough effect in the signal ratio, with a control signal flat, not every such curve was filed as active; inconclusive = small, poorly fitted or top-dose-only effect, or effect the other way, or a change in a side signal; the % refers to the signal ratio
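Drosophila S3 cells loaded with oleic acid (400 uM, as added) and compounds at several concentrations; lipid droplets imaged by 488-nm laser-scanning cytometry, 500–530 nm intensity and object ratio to cell channel. Percent activity normalized to 20 uM Triacsin C.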
Lipid storage S3 cell count max: second read-out of Lipid storage S3, no call of its own (marks repeat the call); cell number change, %; measured here: cell count max response;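 cells counted by Cell Tracker Red CMTPX staining in the red channel; peak over a dose series mostly up to 46.1 µM; percent activity relative to internal control wells on each plate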
Active calls of the source: *; i = inactive; ? = inconclusive; · = no result given; & = joins results of further samples; [ ] = dose if it differs, or a comment. % is set by controls: 0 for no effect and ±100 for the full control effect; potency is the fitted concentration of half-maximal effect. These rows are one share of the data; count on the stated rates, not on these rows.

The opening 5 entries (preview)
Results follow in this order: Lipid storage S3 cell count max	Lipid storage S3
CCOC(=O)N1CCc2c(sc3c2c(=O)n(Cc2ccccc2)c(=O)n3CC(=O)NCC2CCCO2)C1 (stereo not given)
 : ·	?
CCC1CCCCN1CCCNC(=O)c1cn(CC)c2ccc(S(=O)(=O)N(C)C3CCCCC3)cc2c1=O (stereo not given)
 : ·	?
O=C(NCCN1CCN(C(=O)c2cc3ccccc3oc2=O)CC1)c1cc2ccccc2oc1=O
 : 0	-4%
CCCCc1ccc(NC(=S)NN2CCOCC2)cc1
 : -13	-9%
Cc1cccc(NS(=O)(=O)c2ccc(C)c(C(=O)N(C)C)c2)c1
 : ·	?

Main list, from the start:
Results follow in this order: Lipid storage S3 cell count max	Lipid storage S3
CCOC(=O)N1CCc2c(sc3c2c(=O)n(Cc2ccccc2)c(=O)n3CC(=O)NCC2CCCO2)C1 (stereo not given)
 : ·	?
CCC1CCCCN1CCCNC(=O)c1cn(CC)c2ccc(S(=O)(=O)N(C)C3CCCCC3)cc2c1=O (stereo not given)
 : ·	?
O=C(NCCN1CCN(C(=O)c2cc3ccccc3oc2=O)CC1)c1cc2ccccc2oc1=O
 : 0	-4%
CCCCc1ccc(NC(=S)NN2CCOCC2)cc1
 : -13	-9%
Cc1cccc(NS(=O)(=O)c2ccc(C)c(C(=O)N(C)C)c2)c1
 : ·	?
Cc1ccc(S(=O)(=O)n2nc(C)c(S(=O)(=O)N3CCCCC3)c2C)cc1
 : ·	-6%
O=[N+]([O-])c1cc(S(=O)(=O)N2CCCC2)ccc1O
 : ·	?
COc1ccc2c(Cl)c(-c3nnc4n3CCCCC4)sc2c1
 : ·	?
CCCC(=O)Nc1sc(C)c(C)c1C#N
 : ·	?
Cc1noc(C)c1COc1ccccc1C(=O)N(C)CC(=O)Nc1ccc(F)cc1
 : ·	-3%
O=C(NCc1ccc2c(c1)OCO2)C1CC(=O)N(C2CCCCCC2)C1 (stereo not given)
 : ·	?
Cc1cccc(NC(=O)c2cc(=O)[nH]c3ccccc23)c1
 : 27	12%
CCOC(=O)c1oc2ccc(S(=O)(=O)N3CCOCC3)cc2c1C
 : ·	?
O=C1C2C3C=CC(CC3)C2C(=O)N1c1ccccc1[N+](=O)[O-] (stereo not given)
 : 0	-4%
CC(=C/c1ccccc1)/C=N/NC(=O)c1ccc2nc[nH]c2c1
 : ·	?
CC(OC(=O)CCC1CCCC1)C(=O)Nc1ccccc1[N+](=O)[O-] (stereo not given)
 : 16	14%
CCC(=O)Nc1ccc(C(=O)OCC(=O)c2cccs2)cc1
 : -25	i
Cn1nnc(NC(=S)NC(=O)c2ccc(-c3ccc(Br)cc3)o2)n1
 : ·	?
COc1cc(C(=O)NCc2cn3ccccc3n2)cc(OC)c1OC
 : -1	11%
CCCOC(=O)c1c(NC(=O)C2CCCO2)sc(C(=O)OC)c1C (stereo not given)
 : 16	-2%
CC(=O)Nc1ccc(SC[C@H](Cc2ccccc2)N2CC[C@@H](C)CCC2=O)cc1
 : 1	-4%
O=C(C(Cc1ccccc1)n1cccc1)N1CCN(c2cccc(Cl)c2)CC1 (stereo not given)
 : ·	?
CC(C)(C)c1ccc(-c2nnc(SCC(=O)Nc3sc4c(c3C#N)CCCC4)o2)cc1
 : ·	?
CC(C)(CO)Cc1cc(C(C)(C)C)c(O)c(C(C)(C)C)c1
 : -11	-24%
Cc1ccc(S(=O)(=O)NCc2ccco2)cc1C
 : -8.6*	10µM*
C=CCn1c(COc2ccc(F)cc2)nnc1SCC(=O)NC(=O)NCc1ccco1
 : ·	?
COc1cc(NC(=O)C/C(C)=N/NC(=O)C(=O)NCCO)c(OC)cc1Cl
 : -17	-12%
CC(C)(C)NC(=O)NC(=O)CSc1ccc(S(=O)(=O)N2CCCCC2)cn1
 : -10	i
O=C1C2C3C=CC([C@@H]2C(=O)N1c1nccs1)C31CC1 (stereo not given in full)
 : -8	1%
O=C1C2CC=CCC2C(=O)N1Cc1nnc(-c2ccccc2Br)o1 (stereo not given)
 : ·	?
CCOC(=O)c1c(N)ssc1=S
 : -4	28%&-17%
Fc1ccc(OCc2nnc(-c3ccccc3Br)o2)c(Cl)c1
 : 21	10%
CC(C)N(Cc1nc(-c2ccc(Cl)cc2)no1)C(=O)c1cccs1
 : -4	-7%
Cc1ccccc1OC(=O)c1cccnc1
 : ·	?
C=CCC(C)(NCc1ccccc1)c1ccco1 (stereo not given)
 : 22	-4%
CCOc1ncccc1C(=O)Nc1ccc(S(=O)(=O)N2CCCC2)cc1
 : ·	?
O=C1CCCc2nc(NCc3ccco3)ncc21
 : ·	?
Cc1sc(NC(=O)C2CSC3(C)CCC(=O)N23)nc1-c1ccc(F)cc1 (stereo not given)
 : ·	?
O=C(Cn1ccc2ccccc2c1=O)NCC(=O)Nc1ccc(F)cc1F
 : 7	i
Cc1ccc(CNC(=O)c2cc3c(-c4ccc(Cl)cc4)nn(C)c3s2)o1
 : ·	?
O=C(Nc1cccc(-c2cn3ccsc3n2)c1)c1ccccc1
 : ·	?
CC(C)[C@@H](C(=O)OCC(=O)Nc1ccc2c(c1)OCO2)N1C(=O)c2ccccc2C1=O
 : ·	?
O=C(CCC(=O)Nc1ccc(F)cc1)N/N=C/c1ccc(O)cc1
 : -6	i
CCc1nc(SCC(=O)Nc2nnc(CC(C)C)s2)n[nH]1
 : ·	?
C/C(Cn1nnc([N+](=O)[O-])n1)=N\NC(=O)c1ccccc1Cl
 : ·	?
CCCC(=O)c1c[nH]c(C(=O)NCCc2ccccn2)c1
 : ·	?
CC1(C(=O)N/N=C/c2ccccc2)CC1(Br)Br (stereo not given)
 : 2	-7%
CCC(CC)c1nnc(NC(=O)C2CC(=O)N(CCc3ccc(F)cc3)C2)s1 (stereo not given)
 : ·	?
NS(=O)(=O)c1ccc(CNC(=O)c2ccncc2)cc1
 : 12	2%
CC(=O)NC1=NN(C(C)=O)C(c2ccco2)S1 (stereo not given)
 : 13	3%
O=C1NC(=O)/C(=C\c2ccccc2OCc2cccc([N+](=O)[O-])c2)N1
 : ·	?
O=C(Nc1ccc(Nc2ccncc2)cc1)c1ccc([N+](=O)[O-])cc1
 : ·	-23%
NS(=O)(=O)c1ccc(CNC(=S)Nc2ccc(Cl)c(Cl)c2)cc1
 : ·	-18%
CC(C)Cc1nnc(NC(=O)CN2C(=O)NC3(CC(C)CC(C)(C)C3)C2=O)s1 (stereo not given)
 : ·	?
CCOC(=O)c1c(N)sc2c(OC)c(Br)ccc12
 : ·	?
CC(C)=CCN1CCN(C/C(Cl)=C/c2ccccc2)CC1CCO (stereo not given)
 : -7	9%
O=Cc1ccc(OCc2ccc3ccccc3c2)cc1
 : ·	?
CCC(C)NC(=O)CSc1nc2c(sc(=S)n2Cc2ccco2)c(=O)n1-c1ccccc1 (stereo not given)
 : ·	?
O=C(NNC(=O)c1cc2c(s1)CCCC2)c1ccccc1
 : ·	?
CC1(C)CC(NC(=O)CC(c2ccccc2)c2ccccc2)CC(C)(C)N1
 : ·	?

The list goes on:
Results follow in this order: Lipid storage S3 cell count max	Lipid storage S3
CCOc1ccc(C(=O)CCN2CCCCCC2)cc1
 : ·	?
CCOC(=O)C1=C(CNCc2ccc(C)cc2)NC(=O)NC1c1cc(C)ccc1C (stereo not given)
 : ·	?
CC(C)(C)c1ccc(C(=O)c2c[nH]c(C(=O)NCc3cccs3)c2)cc1
 : ·	?
O=C(COc1ccc(S(=O)(=O)N2CCCC2)cc1Cl)NCc1cccnc1
 : ·	?
CCOC(=O)C(NS(=O)(=O)c1ccccc1)(C(F)(F)F)P(=O)(OCC(C)C)OCC(C)C (stereo not given)
 : ·	?
COCCCN1C(=O)C(=O)/C(=C(/O)c2ccc(S(=O)(=O)N3CCOCC3)cc2)C1c1ccc(Cl)cc1 (stereo not given)
 : 1	i
COc1ccc(S(=O)(=O)N2CCC(C(=O)NCCc3c[nH]c4ccccc34)CC2)cc1
 : ·	?
CCOC(=O)c1sc(N2C(=O)C(O)=C(C(=O)c3ccc(C)o3)C2c2ccc(OC)c(OC)c2)nc1C (stereo not given)
 : -2	i
COC(=O)c1cc(NC(=O)CC2NC3CCCCC3NC2=O)cc(C(=O)OC)c1 (stereo not given)
 : -9	5%
COc1ccc(C(CNC(=O)c2ccc(NS(=O)(=O)c3ccc(F)cc3)cc2)N2CCOCC2)cc1 (stereo not given)
 : ·	?
COc1ccccc1-c1ccc(=O)n(CC(=O)NC(C)(C)C)n1
 : ·	?
Cc1ccc(C)c(N2CCN(CCCNC(=O)Cn3cccc3C(=O)c3ccccc3C)CC2)c1
 : ·	?
Cc1nn(C)c(C)c1S(=O)(=O)N(CC(=O)NCCCOC(C)C)c1ccc(C(C)C)cc1
 : -14	11%
CSCC[C@H](NC(=O)N1CCn2c1nc1ccccc12)C(=O)N[C@@H](C(=O)O)c1ccccc1
 : ·	?
N/C(=N\OC(=O)CSc1ccccc1)c1cccc([N+](=O)[O-])c1
 : ·	?
O=C(/C=C/c1ccc([N+](=O)[O-])o1)NNC(=O)c1ccc(F)cc1
 : ·	?
CC1(c2ccccc2)CC(C)(C)n2c(O)c(C3=NC(=S)NC3=O)c3cccc1c32 (stereo not given)
 : -3	-19%
C=CCn1c(SCC(=O)c2c(N)n(C)c(=O)n(C)c2=O)nc2sc(CC)cc2c1=O
 : -12	-4%
CC(=O)c1c(C)[nH]c(C(=O)COC(=O)COc2ccccc2F)c1C
 : ·	?
CCN1CCN(c2ncnc3c2c(-c2ccccc2)cn3-c2ccc(F)cc2)CC1
 : ·	?
Cc1cc(-c2ccc(Cl)cc2)c(C#N)c(N)n1
 : 9	i
O=C(COc1ccc2ccccc2c1)Nc1cccc2c1C(=O)NC2=O
 : ·	?
O=C(Nc1sc2c(c1C(=O)O)CCCC2)c1cccc(Cl)c1
 : ·	i
CCN(c1ccccc1)S(=O)(=O)c1ccc(Cl)c(C(=O)OCC(=O)NC(=O)C(C)C)c1
 : 1	-5%
CC(=O)c1ccc(NC(=O)CN2C(=O)COc3ccc(Cl)cc32)cc1
 : ·	?
S=C(NC1CCCCC1)N(CCc1nc2ccccc2[nH]1)C1CCCC1
 : 30	8%
Cc1cc(S(=O)(=O)N2CCOCC2)ccc1OCC(=O)Nc1ccc(F)cc1
 : ·	?
CSc1ncccc1C(=O)Nc1ccc(S(=O)(=O)NC2=NCCCCC2)cc1
 : ·	?
Cc1ccc(N2CC(C(=O)Nc3ccc(N(C)C)cc3)CC2=O)cc1C (stereo not given)
 : -7	i
CCOc1ccc(-c2n[nH]c(C)c2Oc2ccc(OC)cc2)c(O)c1
 : ·	?
Cc1ccc(SCc2[nH]nc3c2C(c2ccco2)C(C#N)=C(N)O3)cc1 (stereo not given)
 : ·	?
COCCNC(=O)C(c1ccc(O)cc1)N(Cc1ccccc1)C(=O)CCC(=O)Nc1ccccn1 (stereo not given)
 : 3	25%
COc1ccc(Cn2c(=S)[nH]c3cc(OC)c(OC)cc3c2=O)cc1
 : 1	-7%
COc1ccc(CCC(=O)OCC(=O)Nc2ccccc2)cc1
 : 3	i
CN1CCN(c2nc3c(c(=O)[nH]c(=O)n3C)n2CCSc2ncccn2)CC1
 : 0	-12%
O=C(CCC(=O)N1CCCC1)Nc1ccc(Cl)c(Cl)c1
 : ·	?
CCCN1C(=O)SC(CC(=O)Nc2cccc3ccccc23)C1=O (stereo not given)
 : 7	7%
Cc1nn(C(C)C(=O)NCCN2CCCCCC2)c(=O)c2nn(-c3ccccc3)c(C)c12 (stereo not given)
 : ·	?
Cc1ccc2[nH]c(=O)c(-c3nc4ccccn4c3NCc3ccco3)cc2c1
 : ·	i
CCOc1ccc(NC(=O)CC2C(=O)N(c3ccc(OC)cc3)C(=O)N2CCc2cccs2)cc1 (stereo not given)
 : ·	?
O=C(/C=C/c1ccc(Br)cc1)c1ccco1
 : ·	?
O=C(CCCCCCN1C(=O)c2ccccc2C1=O)N1CCC(c2ccccc2)C1 (stereo not given)
 : -1	-6%
CC(C)CC1(C)NC(=O)N(CC(=O)N2C(C)CCCC2C)C1=O (stereo not given)
 : ·	?
CC1(C)CC(=O)C2=C(C1)O[C@@]1(CCCCN3C(=O)c4ccccc4C3=O)Cc3ccccc3C2O1
 : -24	i[9.22 µM]
Cc1ccc2sc(N(CCN(C)C)C(=O)/C=C/c3cccs3)nc2c1C
 : ·	?
Cc1cc(C(=O)NCc2ccco2)sc1C
 : ·	?
O=C(NC12CC3CC(CC(C3)C1)C2)c1cccc(OC(F)F)c1
 : ·	?
O=C(O)c1ccc(/C=N/NC(=O)c2ccc(CN3c4cccc5cccc(c45)S3(=O)=O)cc2)cc1
 : -11	-6%
CCCOC(=O)c1ccc(NC(=O)c2ccccc2[N+](=O)[O-])cc1
 : -3	9%
CN(Cc1cccs1)c1nc(-c2cccnc2)nc2ccccc12
 : ·	?
COc1cc(/C=N/NC(N)=S)ccc1OCC(=O)Nc1ccc(C)cc1
 : ·	?

Sorted by count of non-hydrogen atoms (smallest number first): part of the list above.
Results follow in this order: Lipid storage S3 cell count max	Lipid storage S3
CC(=O)NC1=NN(C(C)=O)C(c2ccco2)S1 (stereo not given)
 : 13	3%
CCCCc1ccc(NC(=S)NN2CCOCC2)cc1
 : -13	-9%
CCCC(=O)c1c[nH]c(C(=O)NCCc2ccccn2)c1
 : ·	?
CC(=O)c1c(C)[nH]c(C(=O)COC(=O)COc2ccccc2F)c1C
 : ·	?
Cc1ccc2sc(N(CCN(C)C)C(=O)/C=C/c3cccs3)nc2c1C
 : ·	?
CCOC(=O)C1=C(CNCc2ccc(C)cc2)NC(=O)NC1c1cc(C)ccc1C (stereo not given)
 : ·	?
CC(C)(C)c1ccc(-c2nnc(SCC(=O)Nc3sc4c(c3C#N)CCCC4)o2)cc1
 : ·	?
